From PubChem
D2 PAM: HTS Assay for Positive Allosteric Modulators of the Human D2 Dopamine Receptor: Primary Screen for Potentiators. D(2) dopamine receptor (Homo sapiens), P14416. HEK293 T-REx D2, calcium flux, EC20 dopamine potentiation. potentiation, % at 10 µM. hit rate 0.34% among 340,000. AID 485347, 2010;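 active means potentiation over 3 SD above the plate norm, cut at about 30% in these data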; further: 0% is about no effect
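Calcium flux readout, no-wash dye, 1 read/s. Inducible HEK293 Trex D2 line, overnight 30 C. Compound alone 180 s (agonist flags), then EC20 dopamine, another 180 s to score potentiation.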
RXFP1 antagonist: qHTS Assay for Antagonists of the Relaxin Receptor RXFP1. Relaxin receptor 1 (Homo sapiens), Q9HBX9. HEK293-RXFP1, relaxin-stimulated cAMP HTRF, 30 min; stronger effect = lower value. activity change, negative = inhibition, % at 57.5 µM. hit rate 0.59% among 350,000. AID 1259400, 2018;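 active means activity change of -60% or lower, but not beyond a set lower limit; inconclusive means change between -60% and -40%, or beyond the set limit; inactive means change above -40%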; further: on the % scale 0 is the no-effect control and ±100 the full control effect
TRHR PAM: qHTS for Small Molecule Agonists and Allosteric Enhancers of Human TRH Receptor: Primary Screen for Enhancers; Thyrotropin-releasing hormone receptor (Homo sapiens), P34981; TRHR cells, fluo-8 calcium fluorescence, EC20 TRH enhancement; enhancement, % at 2 µM; hit rate 0.66% among 360,000; AID 493056, 2011; in the data active means enhancement above about 30%; further: 0% is about no effect
Target sequence (P34981 whole entry, looked up): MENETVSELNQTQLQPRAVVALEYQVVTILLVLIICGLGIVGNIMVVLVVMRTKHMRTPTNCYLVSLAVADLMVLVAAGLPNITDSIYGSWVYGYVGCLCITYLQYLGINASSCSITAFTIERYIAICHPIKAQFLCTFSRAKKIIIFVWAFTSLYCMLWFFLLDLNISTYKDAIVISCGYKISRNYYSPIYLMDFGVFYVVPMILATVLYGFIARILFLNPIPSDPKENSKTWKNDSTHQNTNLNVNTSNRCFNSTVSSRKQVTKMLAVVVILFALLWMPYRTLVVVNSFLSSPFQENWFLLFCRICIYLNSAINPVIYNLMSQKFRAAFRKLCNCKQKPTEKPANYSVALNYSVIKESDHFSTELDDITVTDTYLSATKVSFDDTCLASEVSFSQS
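TRHR-expressing cells loaded with fluo-8 calcium dye were read kinetically (ex 480/em 530) during compound addition, then stimulated with an EC20 of TRH (10 nM final). Enhancement of the Gq-mediated intracellular calcium response was scored.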
RXFP1 ag: qHTS Assay for Agonists of the Relaxin Receptor RXFP1; HEK293T-RXFP1 cAMP TR-FRET, 30 min; response scale: percent of porcine relaxin response, buffer zero; Potency, µM (doses to about 57.5 µM), without a hit: at the top dose activation, hits mostly activators; hit rate 0.3% among 370,000; AID 2676, 2010; further: potency means the concentration at half of the fitted maximal effect; on the % scale 0 is the no-effect control and ±100 the full control effect; nearly all actives have a fitted effect of over 60% in size; many of its hits are not listed in these tables
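HEK293T cells stably expressing RXFP1 were pretreated with the PDE4 inhibitor Ro 20174, exposed to compounds for 30 min at 37C, lysed, and cAMP was read by TR-FRET. Data normalized to buffer (basal) and 29 nM porcine relaxin (100%).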
D1 antag: Antagonist of Human D 1 Dopamine Receptor: qHTS; hit rate 3.2% among 360,000; AID 504652, 2011; HEK293 TREx D1 cells, calcium flux, dopamine EC80; stronger effect = lower value; D(1A) dopamine receptor (Homo sapiens), P21728; activity change, negative = inhibition, % at 10 µM; in the data active means activity change below about -30%; further: on the % scale 0 is the no-effect control and ±100 the full control effect
Target sequence (P21728 whole entry, looked up): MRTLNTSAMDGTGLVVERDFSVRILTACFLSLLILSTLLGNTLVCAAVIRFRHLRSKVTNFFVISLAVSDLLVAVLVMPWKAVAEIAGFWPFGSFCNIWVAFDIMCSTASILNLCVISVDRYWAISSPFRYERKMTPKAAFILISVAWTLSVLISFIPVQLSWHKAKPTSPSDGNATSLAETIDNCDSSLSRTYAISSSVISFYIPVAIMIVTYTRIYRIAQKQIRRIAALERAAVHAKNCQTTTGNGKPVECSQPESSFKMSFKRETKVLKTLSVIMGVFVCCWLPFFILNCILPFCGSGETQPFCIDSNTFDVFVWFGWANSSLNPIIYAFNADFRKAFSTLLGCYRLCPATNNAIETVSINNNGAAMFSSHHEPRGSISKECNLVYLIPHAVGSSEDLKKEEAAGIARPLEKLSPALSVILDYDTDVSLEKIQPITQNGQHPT
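Kinetic fluorescence of a calcium dye serves as the read-out. D1-expressing Hek293 Trex cells, induced overnight at 30 C, are exposed to compound for 180 s before an EC80 dopamine addition, then read 180 s further.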
D1 PAM: Potentiators of Human D1 Dopamine Receptor: qHTS | D(1A) dopamine receptor (Homo sapiens), P21728 | HEK293 TREx D1 cells, calcium flux, dopamine EC20 potentiation | potentiation, % at 10 µM | hit rate 0.036% among 360,000; in the data active means potentiation above about 30%; further: 0% is about no effect
D1 ag: Allosteric Agonists of the Human D1 Dopamine Receptor: qHTS; D(1A) dopamine receptor (Homo sapiens), P21728; HEK293 T-REx D1 cells, calcium flux, agonist mode; activation, % at 2 µM; hit rate 1% among 360,000; AID 504660, 2011; in the data active means activation above about 30%; further: 0% is about no effect
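Tetracycline-induced HEK293 TREx D1 cells, force-coupled to calcium signalling, were dye-loaded with a no-wash calcium kit. Compound was pin-added after a 10 s baseline. Fluorescence was read kinetically at 1 cycle/s for 180 s, with calcium rises flagged as agonism.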
Apoferritin bind: qHTS Assay for Identification of Novel General Anesthetics; apoferritin/1-aminoanthracene competitive binding, fluorescence; Potency, µM (doses to about 77.5 µM), for inactives: top-dose activity change, negative = displacement, most hits filed as inhibitors; hit rate 0.074% among 350,000; further: potency means the concentration at half of the fitted maximal effect; on the % scale 0 is the no-effect control and ±100 the full control effect; nearly all actives have a fitted effect of over 20% in size
Target sequence (P02791 2-175 limits assumed): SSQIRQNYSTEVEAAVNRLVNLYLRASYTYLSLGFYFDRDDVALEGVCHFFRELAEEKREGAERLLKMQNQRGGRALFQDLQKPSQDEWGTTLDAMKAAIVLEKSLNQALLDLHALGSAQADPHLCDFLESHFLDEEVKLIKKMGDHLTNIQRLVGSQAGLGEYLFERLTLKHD
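Horse-spleen apoferritin (10 uM) in 50% saturated 1-aminoanthracene in PBS was incubated 10 min at room temperature with compound. Fluorescence (ex 380, em 535 nm) was normalized to free and bound 1-AMA, with concentration-response fitted by a four-parameter Hill equation.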
TRHR agonist: qHTS for Small Molecule Agonists and Allosteric Enhancers of Human TRH Receptor: Primary Screen for Agonists; Thyrotropin-releasing hormone receptor (Homo sapiens), P34981; TRHR cells, calcium flux fluo-8, FDSS agonist mode; activation, % at 2 µM; hit rate 0.18% among 360,000; AID 493084, 2011; in the data active means activation above about 30%; further: 0% is about no effect
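Read-out: compound-evoked intracellular calcium rise in TRHR cells, fluo-8 dye, kinetic FDSS fluorescence at 1 s/cycle following a 10-cycle baseline. Cells cultured overnight before dye loading (30 min–1.5 h, RT).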
Active calls of the source: *; ? = inconclusive; nt = no result given; & = joins results of further samples. Unless noted, the call rests on the fitted dose curve; in most records, active means well fitted curve in the direction sought with a large enough effect; inconclusive means small, poorly fitted or top-dose-only effect, or another doubt; inactive means no such curve, though single readings can be large; an effect the other way counts as inactive or inconclusive. Not all compounds are listed; rates above refer to the full screens.

Fields – D2 PAM, RXFP1 antagonist, TRHR PAM, RXFP1 ag, D1 antag, D1 PAM, D1 ag, Apoferritin bind, TRHR agonist
#1 Cc1cccc(C)c1Nc1c(-c2ccccn2)nc2c(C)cccn12
  -2, -36, -2, -0.2%, -48*, -2, 5, -13%, -0.4
#2 O=C(Nc1ncn[nH]1)c1cc([N+](=O)[O-])ccc1Cl
  -7, 6, 1, 0.5%, 4, 6, 0, 1%, 0.1
#3 CCNC(=S)N/N=C(\C)c1ccc(N2CCOCC2)cc1
  2, -7, 4, 3.9%, 2, 0, 1, 4%, 0.3
#4 Cc1ccc(C(=O)N/C(=C\c2ccccc2)C(=O)NCc2ccncc2)cc1
  13, -5, 5, -1.7%, 8, -3, 1, -19%, -1.0
#5 C=Cc1ccc(Cn2c(C(=O)O)c(CNCc3cc(OC)ccc3OC)c3ccc(C)cc32)cc1
  -1, -9, 3, 0.4%, -11, 0, -1, ?, 0.2
#6 O=C(COC(=O)c1nc(Cl)ccc1Cl)c1ccc(Cl)s1
  -11, -1, -3, 6.7%, -4, -5, 0, -4%, -0.2
#7 Cc1ccc(C)c(NS(=O)(=O)c2cc3c(cc2Cl)NC(=O)CO3)c1
  5, -1, 13, 0.8%, -17, 0, 0, -8%, -0.1
#8 Cc1ccsc1/C=N/Nc1ccc(C(=O)O)cc1
  7, 4, -4, -3.2%, 7, -5, 1, 6%, -1.2
#9 CN(CC(=O)OCC(=O)NCc1ccccc1)S(=O)(=O)c1ccc(Cl)cc1
  -10, -9, -7, 1.3%, 13, -2, 7, -7%, -0.2
#10 CN1CCN(C2=C(Cl)C(=O)N(Cc3ccccc3)C2=O)CC1
  -17, 0, -1, -0.4%, -14, -7, 8, -13%, 1.2

Rewritten with one line to a screen: four of the compounds above.
8. Cc1ccsc1/C=N/Nc1ccc(C(=O)O)cc1
7. Cc1ccc(C)c(NS(=O)(=O)c2cc3c(cc2Cl)NC(=O)CO3)c1
2. O=C(Nc1ncn[nH]1)c1cc([N+](=O)[O-])ccc1Cl
9. CN(CC(=O)OCC(=O)NCc1ccccc1)S(=O)(=O)c1ccc(Cl)cc1
Compound | 8 | 7 | 2 | 9
D2 PAM | 7 | 5 | -7 | -10
RXFP1 antagonist | 4 | -1 | 6 | -9
TRHR PAM | -4 | 13 | 1 | -7
RXFP1 ag | -3.2% | 0.8% | 0.5% | 1.3%
D1 antag | 7 | -17 | 4 | 13
D1 PAM | -5 | 0 | 6 | -2
D1 ag | 1 | 0 | 0 | 7
Apoferritin bind | 6% | -8% | 1% | -7%
TRHR agonist | -1.2 | -0.1 | 0.1 | -0.2

The list goes on.
Fields – D2 PAM, RXFP1 antagonist, TRHR PAM, RXFP1 ag, D1 antag, D1 PAM, D1 ag, Apoferritin bind, TRHR agonist
#11 CCC(C)NCCOCCOc1ccc(Cl)c(C)c1C (stereo unspecified)
  -22, -68*, 7, -0.3%, -4, -3, 34*, 4%, 1.8
#12 CC(C)c1ccc(NC(=O)CSc2n[nH]c(=O)n2Cc2ccco2)cc1
  -6, -5, 0, -0.5%, 0, -3, 0, -8%, -1.2
#13 O=C(NCCSCc1ccc(Cl)cc1)c1cccs1
  -4, 2, -5, 2.0%, -15, -6, 5, 5%, -0.7
#14 CC(C)NC(=O)Cn1cc(C(=O)C(=O)N2CCOCC2)c2ccccc21
  17, -7, 10, 0.3%, -2, -3, 3, -3%, -0.1
#15 Cc1cc(N2CCCC2)nc2ccc(NC(=S)NC(C)C)cc12
  -2, -13, 4, 5.1%, 3, -10, 3, -2%, -0.1
#16 N#CCC(=O)Nc1ccc(C(=O)OCC(=O)NNC(=O)c2cccs2)cc1
  6, 10, -7, 0.7%, 1, 0, 0, nt, 0.6
#17 O=C(COC(=O)Cc1ccsc1)NC1CCCCCC1
  -6, 7, 11, -0.3%, -12, -2, 2, ?, 0.0
#18 Cc1ccc(-c2noc(CN3CCN(c4ccccc4F)CC3)n2)cc1
  -8, nt, 0, 2.4%, 14, -3, -3, 7%, 0.2
#19 O=S(=O)(Nc1cccc(S(=O)(=O)N2CCCC2)c1)c1ccc(F)cc1
  1, -7, 9, -2.3%, 1, -8, 2, nt, -0.1
#20 CCOC(=O)c1nnn(CC(=O)N2N=C(c3ccccc3)CC2c2ccccc2)c1C(=O)OCC (stereo unspecified)
  11, 4, 4, -0.9%, -3, -8, 7, 7%, -0.7
#21 COc1ccc(C)cc1N(C)C(=O)c1c(C)oc2ncnc(N3CCOCC3)c12
  3, 0, -3, -3.7%, 3, 1, 0, -1%, 0.3
#22 Cc1ccc(C)c(Nc2ncnc3nc[nH]c23)c1
  -5, nt, 5, 0.1%, -10, -4, 1, -21%, 0.2
#23 O=C1NC(c2ccncc2)Nc2ccccc21 (stereo unspecified)
  2, -4, 9, 0.3%, -10, -3, 1, 4%, 1.2
#24 COC(=O)[C@@H]1C[C@@]2(O)[C@H](O)[C@H](O)[C@H](O)C[C@H]2N1CC(c1ccccc1)c1ccccc1
  -13, nt, -4, 0.0%, 1, 0, 5, 7%&-3%, -0.1
#25 NNC(=O)C(Cc1ccc(O)cc1)N1Cc2ccccc2C1=O (stereo unspecified)
  9, 5, -2, 0.0%, 7, -8, 1, -9%, 0.7
#26 O=C(N=C1SC2CS(=O)(=O)CC2N1c1ccc(Br)cc1Cl)C1CC1 (stereo unspecified)
  17, -6, 4, 0.9%, 21, -4, 3, ?, 0.7
#27 O=C(CN1CCSCC1)N/N=C/c1ccc(F)cc1F
  -1, 10, 2, 1.6%, -2, 0, 6, -16%, 0.3
#28 Cc1cc(C)c(C)c(S(=O)(=O)Nc2ccccc2C(=O)NCCCN2CCOCC2)c1C
  -12, 2, 2, 2.5%, 2, -2, 4, -5%, 0.0
#29 COc1cccc(NC(=O)Cc2cn(C)c3ccccc23)c1
  -18, 1, -5, 0.3%, -17, -3, 0, -17%, 0.8
#30 O=C1N(CC(=O)N2CCc3ccccc32)CCN1Cc1ccc(Cl)cc1
  3, -14, -5, 1.7%, 7, -6, -2, ?, -0.6
#31 CCC(C)NC(=O)C1CCC(=O)N(c2ccc3c(c2)OCO3)C1c1ccc(OC)cc1 (stereo unspecified)
  -12, nt, -4, 0.7%, 3, 3, 1, -13%, 0.3
#32 CCOc1cc(/C=N/NC(=O)CCc2n[nH]c(=O)[nH]c2=O)ccc1O
  -12, 4, -4, -0.2%, -8, 0, 2, -4%, 1.4
#33 CCc1c(O)nc(SCC(=O)c2ccccc2)n(-c2ccccc2)c1=O
  1, 10, 8, 0.0%, 2, 4, 2, -11%, 0.2
#34 O=C(CCNc1ccc(F)cc1)c1cccc([N+](=O)[O-])c1
  -2, 5, 1, 1.1%, -7, -3, 1, -3%, -0.1
#35 Cc1ccc(SCc2ccc(C(=O)Nc3cccc([N+](=O)[O-])c3)cc2)cc1
  3, -10, -1, -0.2%, -51*, -3, 6, -6%, 1.2
#36 O=c1[nH]cnc2c1sc1nc3c(c(-c4ccc(Cl)cc4)c12)CCC3
  4, -12, 5, 11%, 2, 2, 1, -13%, 0.4
#37 Cc1c(-c2nsc(NC(=O)c3cccs3)n2)nnn1-c1ccc(Br)cc1
  2, -24, 4, 7.4%, -11, -1, 12, 2%, 0.2
#38 Cc1nn(-c2ccc3ccccc3c2)c(=O)c2ccccc12
  1, 5, -4, 4.2%, 10, -1, 4, ?, 0.9
#39 Cn1c(SCC(=O)NCc2ccc(F)cc2)ncc(C(=O)Nc2ccccc2)c1=O
  9, -14, -5, -0.7%, -2, -2, 1, nt, -0.7
#40 O=S(=O)(CCN1CCOCC1)c1ccccc1
  -12, 5, -4, 0.0%, -4, -6, 0, -10%, 0.3
#41 Fc1ccc2cnc(-c3ccccc3)c(-c3cccc(C(F)(F)F)c3)c2c1
  -1, nt, 7, -0.3%, nt, -3, 0, nt, 0.3
#42 COc1c(C)cccc1C(=O)NCCCNC(=O)c1ccc(C)nc1
  -3, -10, 5, 0.0%, 0, -1, 2, -2%, 0.1
#43 Cc1ccc(NC2=CC(=O)OC(C)C2)cc1 (stereo unspecified)
  -1, 6, 1, 0.6%, nt, 0, 2, -9%, -0.7
#44 CN(C)C(=O)CSc1nnc(NC(=O)CCc2ccccc2)s1
  6, -6, 3, -0.7%, 54, 1, 2, -2%, 0.2
#45 CCc1nonc1NC(=O)c1oc2cc(Br)ccc2c1C
  15, -20, 3, 13%, 0, 0, 3, 2%, -0.5
#46 COc1ccc(-n2c(-c3ccccc3F)nc3c(cnn3-c3ccc(C)cc3)c2=O)cc1
  -2, -10, 8, 0.2%, -31*, -1, 6, -8%, 0.7
#47 CCN1CCN(c2c(S(=O)(=O)c3ccccc3)cnc3ccc(Cl)cc23)CC1
  7, -15, 7, 14%, -2, -7, 1, ?, -0.4
#48 CCOc1cc(N2CCOCC2)c(OCC)cc1NC(=O)CN1C(=O)C2C3C=CC(C3)C2C1=O (stereo unspecified)
  -2, -1, 3, -0.2%, 2, -3, 1, -9%, 0.6
#49 CCCCCNc1nc(-c2ccccc2)cs1
  10, nt, -8, -0.1%, nt, -3, 0, ?, 0.4
#50 Cc1ccc(NC(=O)c2c(C)oc3c2C2=NCCN2C=N3)cc1F
  -6, nt, 3, -3.6%, 17, -5, 1, 4%, 0.6
